Artemis endo inh: blocks endonuclease activity of human Artemis; hit rate 0.78% among 30,000; inhibition, % at 10 µM; recombinant Artemis, quenched FAM hairpin cleavage fluorescence; AID 686954; Q96SD1;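 active means at 10 µM dose, at least 30% inhibition, measured as corrected fluorescence normalized to stimulator and neutral control wells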
Target sequence (Q96SD1 whole entry, looked up): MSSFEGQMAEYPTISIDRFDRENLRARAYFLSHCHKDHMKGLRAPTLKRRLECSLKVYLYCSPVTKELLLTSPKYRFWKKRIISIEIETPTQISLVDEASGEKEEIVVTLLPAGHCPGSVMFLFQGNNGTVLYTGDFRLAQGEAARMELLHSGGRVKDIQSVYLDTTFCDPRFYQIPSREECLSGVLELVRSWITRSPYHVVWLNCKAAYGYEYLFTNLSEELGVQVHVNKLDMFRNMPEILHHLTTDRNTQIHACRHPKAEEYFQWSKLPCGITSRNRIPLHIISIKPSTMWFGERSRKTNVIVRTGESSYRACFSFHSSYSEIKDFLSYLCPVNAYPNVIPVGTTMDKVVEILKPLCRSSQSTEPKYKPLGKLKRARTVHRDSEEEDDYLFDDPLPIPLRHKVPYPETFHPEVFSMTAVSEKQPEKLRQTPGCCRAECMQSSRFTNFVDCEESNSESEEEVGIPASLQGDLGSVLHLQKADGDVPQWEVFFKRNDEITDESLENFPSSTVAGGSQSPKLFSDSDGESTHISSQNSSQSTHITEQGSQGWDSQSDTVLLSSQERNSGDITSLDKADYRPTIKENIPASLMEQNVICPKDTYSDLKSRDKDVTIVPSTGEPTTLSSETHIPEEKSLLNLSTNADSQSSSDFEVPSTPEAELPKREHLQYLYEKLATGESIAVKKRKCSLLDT
Active calls of the source: *.

Start of the listing, in advance, two compounds:
SMILES | Artemis endo inh
O=C(N/N=C\c1ccc(-c2ccc(Cl)c(Cl)c2)o1)C(=O)N1CCCC1 | 10.4
COc1cc(-c2nnc(SCc3ccccc3Cl)o2)cc(OC)c1OC | 4.2

Results, from the first entry:
SMILES | Artemis endo inh
O=C(N/N=C\c1ccc(-c2ccc(Cl)c(Cl)c2)o1)C(=O)N1CCCC1 | 10.4
COc1cc(-c2nnc(SCc3ccccc3Cl)o2)cc(OC)c1OC | 4.2
COc1ccc(OC)c2[nH]c(=O)c(CCNC(=O)CC(C)C)cc12 | -4.4
O=c1[nH]nc2n1CCCCC2 | -0.9
O=C1NC(c2ccccc2)C(C(=O)c2cccs2)C(O)(C(F)(F)F)N1 (centres undefined) | -2.8
CCOC(=O)c1oc2ccccc2c1NC(=O)CN1CCN(C)CC1 | 2.5
Cc1nc2n[nH]c(N)c2c2c1COC(C)(C)C2 | -7.0
Cn1c(CO)cnc1SCc1ccc([N+](=O)[O-])cc1 | -1.9
COCc1[nH][nH]c(=O)c1C=Nc1ccc(F)cc1F | 3.2
CCCCOC(=O)Nc1cc(C)c(Cl)cc1OC | -3.1
CC(=O)N1CCN(c2ccc(N=Cc3c(O)n(Cc4ccccc4)c(=O)[nH]c3=O)cc2)CC1 | -1.2
CCOC(=O)c1nc2cc3n(c(C)c-2c1C)C(C)C(C)=C3C (centres undefined) | -0.9
Cc1cccc(C)c1NC(=O)N1CC=C(n2c(=O)[nH]c3ccccc32)CC1 | -1.6
O=C(O)c1ccccc1C(=O)NCc1cccnc1 | -6.4
CCCc1nc2sc3c(c2c(=O)n1N)CCC3 | 7.2
Cn1c(Cc2cccs2)nnc1SCc1nc2ccccc2[nH]1 | -2.3
CCOc1ccccc1Nc1ncnc2ccccc12 | -2.4
CCC(c1nnnn1C(C)(C)CC)N(CCCO)Cc1cc2cccc(C)c2[nH]c1=O (centres undefined) | 3.2
OCCN1CCN(CC(O)COc2ccc(Cl)cc2)CC1 (centres undefined) | -1.5
CCOc1ccc(C2C(C(=O)c3ccco3)=C(O)C(=O)N2Cc2cccnc2)cc1OC (centres undefined) | -7.1
COc1cc2c(cc1OC)CN(C(=O)CSc1nnc(C)s1)CC2 | 3.4
Cc1ccc(S(=O)(=O)Nn2c(C)nnc2-n2nc(C)cc2C)cc1 | 0.8
CCOC(=O)C(NC(=O)c1ccccc1)=C1CCCCC1 | -1.4
Fc1ccc(Cn2nnnc2CN2CCN(C3CCCC3)CC2)cc1 | -2.3
NC(=S)N=Nc1c(O)n(C2OC(=O)c3ccccc32)c2ccccc12 (centres undefined) | 3.1
Cc1ccccc1NC(=O)C(C)c1ccc(-c2ccccc2)c(F)c1 (centres undefined) | -7.8
O=C(Nc1ccccc1F)c1ccc(-n2cncn2)nc1 | -5.9
Cc1ccc(NC(=O)NCCc2ccc(S(N)(=O)=O)cc2)cc1 | -4.8
c1ccc2c(c1)ncn2CCN1CCCCC1 | -0.9
O=C(O)CCNS(=O)(=O)c1ccc2c(c1)Cc1ccccc1-2 | -2.0
Cc1ccc(NC(=O)CCC(=O)NNS(=O)(=O)c2ccccc2)c(C)c1 | -0.1
O=C(O)c1cc2ccccc2n1-c1ccccc1 | -6.8
Nc1nnnn1NCc1cccc(OCc2ccccc2)c1 | -0.1
CNS(=O)(=O)c1cc(OCC(N)=O)c(C)cc1Cl | 3.6
Cc1cc(=O)oc2cc(OCC(O)CN3CCc4ccccc4C3)ccc12 (centres undefined) | 0.1
O=C(c1ccc(-n2cnnn2)cc1)N1CCN(C(c2ccccc2)c2ccccc2)CC1 | 3.5
COc1ccccc1N(CC(=O)NC1CCCCC1)C(=O)CCC(=O)Nc1ccccn1 | 2.2
Cc1noc(N)c1C(=O)Nc1ccc(F)cc1 | -7.8
Cc1cc(N2CCCC2)nc(-c2ccccc2O)n1 | -0.9
C/C(Cn1nc([N+](=O)[O-])cc1C)=N\NC(=O)c1ccc(O)cc1O | -3.9
CSc1nnc2c3c4c(sc3nc(-n3nc(C)cc3C)n12)COC(C)(C)C4 | -2.8
Cn1c(=O)[nH]c(=O)c2c1nc(N1CCCCCC1)n2Cc1cccc2ccccc12 | 6.4
O=C(CSc1n[nH]c(-c2ccncc2)n1)Nc1ccccn1 | -7.8
CC1CCN(C(=O)c2ccc3c(c2)OCCO3)CC1 | -3.1
Cc1ccc(-c2cn(S(=O)(=O)c3cccc4nsnc34)nc2N)cc1 | -0.1
CC(C)C(=O)N1CCC(CN=CC2=C(O)CC(C)(C)CC2=O)CC1 | -8.6
CC(C)CNC(=O)[C@H](Cc1ccccc1)NC(=O)c1ccco1 | 1.9
Cc1cc(=O)c2c(C)nn(-c3ccccc3)c2[nH]1 | 5.9
Cc1ccc(C(O)c2nc3ccccc3n2C(C)C)cc1 (centres undefined) | 3.9
Cc1ccc(C(=O)N(NC2=NS(=O)(=O)c3ccccc32)S(=O)(=O)c2ccc(C)cc2)cc1 | -22.9

The list goes on (3 carried over from the part before).
SMILES | Artemis endo inh
Cc1cc(=O)c2c(C)nn(-c3ccccc3)c2[nH]1 | 5.9
Cc1ccc(C(O)c2nc3ccccc3n2C(C)C)cc1 (centres undefined) | 3.9
Cc1ccc(C(=O)N(NC2=NS(=O)(=O)c3ccccc32)S(=O)(=O)c2ccc(C)cc2)cc1 | -22.9
Cc1ccccc1C(=O)NC(=S)Nc1sc2c(c1C#N)CCCC2 | 8.7
O=C(Nc1ccc(F)cc1F)c1cccnc1 | 5.2
Cc1ccc(C(=O)NC2CC(C)(C)NC(C)(C)C2)c(C)c1 | -2.0
O=C(CNC(=O)c1cc2ccccc2o1)NCc1cccs1 | -8.2
Cc1nn(-c2ccc(F)cc2)c2sc(C(=O)N3CCCCCC3)cc12 | 5.8
Clc1cccc(-c2ccc(/C=N/n3cnnc3)o2)c1Cl | 23.7
COc1cc2ncnc(NCc3ccccc3C)c2cc1OC | -1.9
COc1ccc(CNC(=O)c2ccc(=O)oc2)cc1OC | -0.5
O=C1CC(c2ccc(F)c(Br)c2)C2=C(CCCC2=O)N1 (centres undefined) | 4.9
Cc1ccc(S(=O)(=O)NCCCCCC(=O)NC(C)(C)CO)cc1 | -2.5
O=C(COC(=O)c1n[nH]c(=O)c2ccccc12)c1ccc(Cl)cc1 | 1.9
Cn1nnnc1SCC(=O)N(C1CCCCC1)C1CCCCC1 | -2.2
O=C1c2ccccc2C(=O)N1Cc1nc2ccccc2o1 | -0.6
COC(=O)C(NC(=O)c1ccccc1)=C1C=C(C)OC(C)=C1 | -10.4
COc1ccccc1-n1cnc(N)c1C(=O)c1ccccc1 | -3.8
COc1ccc2cc3cc(C(=O)NCCCN4CCOCC4)oc3nc2c1 | 3.8
C=CCOc1ccc(C2N3CC4(CC)CN2CC(CC)(C3)C4=O)cc1 (centres undefined) | -1.6
CCCN(CCC)Cc1c(C(=O)OCC)nnn1-c1nonc1N | 0.0
C=CCOn1c(C)c(C(C)=O)c2c3nonc3ccc21 | 7.4
CC(C(=O)NC(=O)NCc1ccccc1)N1C(=O)c2ccccc2C1=O (centres undefined) | -7.9
CN1CC(=O)N(C)c2ncn(Cc3ccccc3)c2C1=O | -7.1
O=C(COc1ccccc1)Nc1ccc(S(=O)(=O)N2CCOCC2)cc1 | 8.5
O=C1CC(c2ccco2)Cc2nc(N3CCN(Cc4ccc5c(c4)OCO5)CC3)ncc21 (centres undefined) | 16.2
CCC(C)n1c(-c2cccs2)nc2nc3ccccc3nc21 (centres undefined) | -1.5
Nc1c(C(O)(C(F)(F)F)C(F)(F)F)cc(C(O)(C(F)(F)F)C(F)(F)F)c2ccccc12 | 3.4
Cc1nc2ccccn2c1/C(O)=C1\C(=O)C(=O)N(CCN(C)C)C1c1cccnc1 (centres undefined) | 8.3
Cc1ncc(S(=O)(=O)c2ccccc2)c(-c2ccccc2)n1 | 2.2
CCN1C(=O)c2cccc3c(NC(=O)c4ccc(S(=O)(=O)N(C)C)cc4)ccc1c23 | 4.5
Cc1ccccc1NC(=O)Cn1c(C)nc2ccc(N)cc2c1=O | 1.7
CCNC(=O)C1CC(=O)N(c2ccc(OCC)cc2)C1 (centres undefined) | -1.8
COc1ccc(Cl)cc1NC(=O)C1CCCO1 (centres undefined) | 8.7
CCS(=O)(=O)c1nc2ccccc2n1CC(=O)N1CCOCC1 | -3.0
Cc1ccc(NC(=O)c2ccc(CSc3nccc(C)n3)cc2)cc1 | 1.5
O=C1C(Cl)=C(NCC2CCCO2)C(=O)N1c1cccc(Cl)c1Cl (centres undefined) | 5.5
CC1(c2ccccc2)CC(c2ccccc2)=Nc2nonc2N1 (centres undefined) | -2.9
CCOC(=O)Cn1c(=N)n(CCOc2ccc(OC)cc2)c2ccccc21 | -5.5
Cc1ccc(S(=O)(=O)Nc2nc3n(n2)C(c2ccc(Cl)cc2)CC(=O)N3)cc1 (centres undefined) | -1.2
Cc1cc(C)nc(-n2nc(C)c3c(=O)[nH]c(C(F)(F)F)nc32)n1 | -9.2
O=S(=O)(Cc1cc(Sc2ccc(Cl)cc2)nc(-c2ccccc2)n1)c1ccccc1 | 5.4
Cc1ccc(-c2nc3ccccc3[nH]2)cc1NC(=S)NC(=O)c1ccccc1Br | 8.3
CCSc1nc2nn(-c3ccccc3)c(=O)c-2c2n1CCCCC2 | 1.2
O=C(CN1C(=O)c2ccccc2S1(=O)=O)N1CCc2ccccc2C1 | -15.2
Cc1cc(/C=C2/NC(=O)NC2=O)c(C)n1-c1sc2c(c1C#N)CCCC2 | 14.3
C=CCc1cc(OC)ccc1OCCON1C(=O)CCC1=O | 8.6
O=c1oc(-c2cccnc2)nc2ccccc12 | 11.2
O=C(CSCc1ccccc1)N1CCc2ccccc21 | 6.6
Cc1ccc(CNC(=O)CCS(=O)(=O)c2cc(Br)cc3c2N(C(=O)C2CC2)CC3)o1 | -11.9
CCOc1ccccc1-n1c(SCC(=O)NC(C)(C)C)nnc1-c1ccoc1C | -9.3
CC(C)(C)OC(=O)N1CCC[C@H]1c1nnc(SCc2ccccc2Cl)o1 | 12.7
O=C(NCCCN1CCN(c2ccccc2F)CC1)Nc1ccc(F)cc1 | -1.9

3 structures out of the list, arranged by number of heavy atoms, highest first:
SMILES | Artemis endo inh
Cc1ccc(CNC(=O)CCS(=O)(=O)c2cc(Br)cc3c2N(C(=O)C2CC2)CC3)o1 | -11.9
CC(C)(C)OC(=O)N1CCC[C@H]1c1nnc(SCc2ccccc2Cl)o1 | 12.7
O=C(CN1C(=O)c2ccccc2S1(=O)=O)N1CCc2ccccc2C1 | -15.2

Further results:
SMILES | Artemis endo inh
COc1ccc(-c2csc(Cc3nnc4n3CCCCC4)n2)cc1OC | 9.7
COc1ccc(-c2cnc3nc[nH]c(=O)c3n2)cc1 | -0.2
Cc1nc(SCC(=O)NCc2ccco2)c2oc3ccccc3c2n1 | 14.2
COc1cccc(Nc2nnc(SCC(=O)N(CC(C)C)CC(C)C)s2)c1 | 10.7
CC(=O)N1CCN2C(=O)C1CCCC(=O)c1cc(C(C)C)ccc12 (centres undefined) | -1.3
O=C(O)CCCNC1=NCCC1 | -4.6
O=C(Nc1ccccc1)OCc1cc(-c2ccc(Cl)cc2)on1 | 6.1
CN(CC(=O)NCc1ccc2c(c1)OCO2)S(=O)(=O)c1ccc(Br)s1 | -3.3
O=C(NCc1ccc(N2CCCC2=O)cc1)Nc1ccccc1 | -2.2
CCCCCC(=O)Nc1ccc(N2CCN(C(=O)CCC)CC2)cc1 | 3.3

Some of the entries so far, as labelled records.
O=C(NCc1ccc(N2CCCC2=O)cc1)Nc1ccccc1
  Artemis endo inh = -2.2
CC(=O)N1CCN2C(=O)C1CCCC(=O)c1cc(C(C)C)ccc12 (centres undefined)
  Artemis endo inh = -1.3
COc1ccc(-c2csc(Cc3nnc4n3CCCCC4)n2)cc1OC
  Artemis endo inh = 9.7

Remaining list, next part.
SMILES | Artemis endo inh
COc1ccc(C(=O)Nc2nc3nc(-c4ccccc4)cc(=O)n3[nH]2)cc1 | -0.2
O=C(NCC1COc2ccccc2O1)c1ccco1 (centres undefined) | -1.8
CCc1nnc(NC(=O)CSc2nnc(-c3cccnc3)n2CC)s1 | 3.1
COC(=O)c1ccccc1NC(=O)CNc1cc(Cl)ccc1N1CCOCC1 | 6.5
CCCC(=O)Nc1ccc(C(=O)NCc2ccccc2Cl)cc1 | 14.7
CCOC(=O)Cc1csc(NC(=S)NC(=O)c2ccc(Cl)cc2)n1 | 3.9
CCC(=O)Nc1nonc1-c1nc2ccccc2n1CCC(C)C | 7.7
Cc1cccnc1NC(=O)c1c(O)c2ccccc2n(C)c1=O | -7.6
c1ccc(-n2ncc3c2ncn2nc(CSc4nc5ccccc5s4)nc32)cc1 | 8.8
O=[N+]([O-])c1cc(/C=N/N2CCN(C3c4ccccc4-c4ccccc43)CC2)ccc1Cl | -0.1
Cc1c(CCC(C)C)c(=O)n2c([nH]c3ccccc32)c1C#N | 1.4
COc1ccc(OC)c(-n2c(C)nc3cc(C(=O)O)ccc32)c1 | -6.9
CC(C)=CC(=O)Nc1nnc(-c2cccnc2)s1 | 7.4
COCCn1c(C)cc(C(=O)CSc2nc(C)cc(C)c2C#N)c1C | 3.5
Oc1ccc2ccc3cccc[n+]3c2c1 | -72.8
COc1ccc(CN(C(=O)c2oc3ccccc3c2C)C2CCS(=O)(=O)C2)cc1OC (centres undefined) | -3.2
Cc1ccc(C(=O)/C=C2\NCCNC2=O)cc1 | 0.1
CC(C)C(c1nnnn1Cc1ccco1)N1CCC(C(N)=O)CC1 (centres undefined) | -1.1
O=C(Nc1cc(Cl)ccc1N1CCCCC1)c1cccs1 | 4.2
CCOC(=O)c1cnn(-c2cc(C)nc3c(-c4ccccc4)c(C)nn23)c1N | 7.3
CN1c2ccsc2C(O)=C(C(=S)Nc2ccc(F)c(Cl)c2)S1(=O)=O | 13.9
O=C(O)CCC(=O)Nc1cccc(C(=O)Nc2cccc(Cl)c2)c1 | -4.6
CC1C2C(c3ccccc3)N(C)C(=O)N(C)C2N(C)C(=O)N1C (centres undefined) | -16.2
CC(=O)NC1=NC(=O)C(C)S1 (centres undefined) | 2.6
O=C(Nc1nccs1)C1CCN(S(=O)(=O)c2cnc[nH]2)CC1 | 1.1
O=C(CN1CCCC1)N/N=C/c1ccc(-c2cccc(Cl)c2)o1 | -0.3

Screens deposited in PubChem BioAssay by Sanford-Burnham Center for Chemical Genomics.

Only part of the results is shown. The share of hits here may be higher or lower than overall.
